Source: PubChem BioAssay
Abeta rescue – qHTS for compounds that reverse cellular toxicity of Amyloid beta (A-beta) peptide in yeast: Primary Screen; yeast expressing A-beta42, growth rescue, OD600, 48 h; response scale: 0% DMSO, 100% iron-clioquinol control; Potency, µM (titrated, usually from 46.1 µM), for inactives: top-dose growth rescue, usual class: activators; actives 0.063% (n = 410,000); further: potency means the concentration at half of the fitted maximal effect; nearly all actives have a fitted effect of over 55% in size
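Growth rescue measured by 600 nm absorbance after 48 h yeast culture at 30 C with compound. Values normalized between DMSO and an equimolar ferric chloride plus clioquinol control.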
EPAC1 agonist – qHTS for Agonist of cAMP-regulated guanine nucleotide exchange factor 3 (EPAC1): primary screen; Rap guanine nucleotide exchange factor 3 (Homo sapiens), O95398; Potency, µM (doses to about 154 µM), for inactives: at the top dose activation, actives largely listed as activators; actives 0.073% (n = 360,000); EPAC1 agonist qHTS, biochemical assay; response scale: 100% = response to 6.5 mM cAMP; AID 720707, 2013; further: potency means the concentration at half of the fitted maximal effect; nearly all actives have a fitted effect of over 60% in size
Target sequence (O95398 whole entry, looked up): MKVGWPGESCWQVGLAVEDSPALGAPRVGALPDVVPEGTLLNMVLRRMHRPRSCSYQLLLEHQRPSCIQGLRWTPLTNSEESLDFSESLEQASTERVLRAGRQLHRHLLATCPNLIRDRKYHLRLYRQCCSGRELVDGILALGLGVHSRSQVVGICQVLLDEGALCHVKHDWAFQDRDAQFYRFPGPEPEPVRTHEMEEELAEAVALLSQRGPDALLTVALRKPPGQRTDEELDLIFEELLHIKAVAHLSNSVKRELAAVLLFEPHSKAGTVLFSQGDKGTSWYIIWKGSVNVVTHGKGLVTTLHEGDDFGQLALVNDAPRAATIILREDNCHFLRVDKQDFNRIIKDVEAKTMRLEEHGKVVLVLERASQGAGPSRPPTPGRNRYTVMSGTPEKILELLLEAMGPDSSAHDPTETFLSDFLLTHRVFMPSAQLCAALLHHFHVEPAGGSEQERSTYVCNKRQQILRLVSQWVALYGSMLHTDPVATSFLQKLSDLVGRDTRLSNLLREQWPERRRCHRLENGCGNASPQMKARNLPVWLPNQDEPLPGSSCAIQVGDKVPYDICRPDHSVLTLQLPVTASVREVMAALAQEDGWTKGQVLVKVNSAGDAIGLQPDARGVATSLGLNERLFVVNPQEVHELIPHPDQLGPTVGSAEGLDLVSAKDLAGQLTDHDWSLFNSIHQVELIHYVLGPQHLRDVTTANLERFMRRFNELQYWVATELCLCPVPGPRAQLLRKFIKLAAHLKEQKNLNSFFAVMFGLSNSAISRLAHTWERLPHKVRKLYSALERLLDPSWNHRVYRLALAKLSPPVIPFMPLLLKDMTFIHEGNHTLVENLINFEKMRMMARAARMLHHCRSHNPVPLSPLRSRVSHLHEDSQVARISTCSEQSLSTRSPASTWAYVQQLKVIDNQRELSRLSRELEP
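Normalized to 6.5 mM cAMP, activity reflects EPAC1-catalysed release of BODIPY-GDP from Rap1B, followed kinetically over 30 min at 480 nm excitation, 540 nm emission. Reaction contained 100 nM EPAC1, 250 nM Rap1B-BODIPY-GDP, 50 uM GDP.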
IL2 activator – qHTS of IL-2 Activators; IL-2 activation reporter assay, cell-based qHTS; stimulated with anti-CD3/CD4/CD28 beads; in transgenic mouse T cells; activation, % (series mostly up to about 46 µM); actives 0.065% (n = 360,000); AID 652025, 2013; in the data active means activation above about 50%; inconclusive means mostly about 30% to 49%; further: 0% is about no effect
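Unstimulated transgenic mouse T cells, 750 per well, received compound and, after 60 minutes, anti-CD3/anti-CD4 bead plus anti-CD28 stimulation. EGFP and DsRed were quantified after 18 hours.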
PI5P4K alpha inh – qHTS for Inhibitors of phosphatidylinositol 5-phosphate 4-kinase (PI5P4K); Phosphatidylinositol 5-phosphate 4-kinase type-2 alpha (Homo sapiens), P48426; max response, %; actives 1.2% (n = 330,000); PI5P4Kalpha enzyme, ADP-Glo luminescence, 60 min; stronger effect = lower value; AID 652105, 2013; active means max response of -50% or lower; inconclusive means between -30% and -50%; inactive means -30% or higher; further: value at the top dose of about 77 µM; on the % scale 0 is the no-effect control and ±100 the full control effect
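Reactions run in 0.038 M HEPES pH 7.4, 0.28 mM EGTA, 0.1% CHAPS and 5% DMSO, with PI5P4Kalpha, substrate, compound and 5 microM ATP final, one hour at room temperature. Readout is ADP-Glo luminescence.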
WRN inhibitor – qHTS for Inhibitors of WRN Helicase | Bifunctional 3'-5' exonuclease/ATP-dependent helicase WRN (Homo sapiens), Q14191 | WRN helicase unwinding, fluorescent forked duplex, kinetic | Potency, µM (highest dose often 114 µM), inactives show top-dose activity change, negative = inhibition, actives largely listed as inhibitors | actives 0.46% (n = 360,000) | AID 651768, 2012; further: potency means the concentration at half of the fitted maximal effect; on the % scale 0 is the no-effect control and ±100 the full control effect; nearly all actives have a fitted effect of over 55% in size
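Primary qHTS, 1536-well format. 20 nM WRN + compound, 15 min RT; start with 100 nM forked fluorophore/quencher duplex, 2 mM ATP (final); kinetic read ex 525/em 598 nm.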
PLK1 PBD block – qHTS for Inhibitors of PLK1-PDB (polo-like kinase 1 - polo-box domain): Primary Screen; Serine/threonine-protein kinase PLK1 (Homo sapiens), P53350; Plk1 PBD binding of FITC phosphopeptide, fluorescence polarization; Potency, µM, for the others: max response, negative = inhibition, hits mostly inhibitors; actives 2.8% (n = 360,000); AID 720504, 2013; further: potency means the concentration at half of the fitted maximal effect; series mostly up to about 57 µM; on the % scale 0 is the no-effect control and ±100 the full control effect; nearly all actives have a fitted effect of over 65% in size
FUS yeast rescue – qHTS for Suppressors of FUS Proteinopathy: Primary screen using FUS-linked yeast assay | S. cerevisiae FUS-expressing, growth rescue, OD600, 24 h | Potency, µM (highest dose often 76.6 µM), for inactives: at the highest dose growth rescue (activation), most hits filed as activators | actives 0.24% (n = 390,000) | AID 1347120, 2019;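 further: potency means the concentration at half of the fitted maximal effect; plate controls were DMSO vehicle for no effect and reference control for full effect; nearly all actives have a fitted effect of over 55% in size; some results filed as inactive show a strong effect at the top dose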
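Toxicity suppression screen in FUS-yeast. Cells induced with 2% galactose, starting OD 0.005, treated 24hr at 30C with compounds at multiple final concentrations; growth by OD600.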
EPAC1 antag – qHTS for Antagonist of cAMP-regulated guanine nucleotide exchange factor 3 (EPAC1): primary screen | EPAC1 GEF assay, Rap1b-BODIPY-GDP exchange fluorescence | Potency, µM (highest dose often 115 µM), without a hit: at the highest dose activity change, negative = inhibition, hits mostly inhibitors | actives 0.14% (n = 360,000) | Rap guanine nucleotide exchange factor 3 (Homo sapiens), O95398 | AID 720709, 2013;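 further: potency means the concentration at half of the fitted maximal effect; plate controls were vehicle for no effect and positive control for full effect; nearly all actives have a fitted effect of over 50% in size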
Starred values were filed as active, the others as inactive; ? = inconclusive; . = no result given; [ ] = remark or other dose. Unless noted, the call rests on the fitted dose curve; in most records, active means well fitted curve in the direction sought with a large enough effect; inconclusive means small, poorly fitted or top-dose-only effect, or another doubt; inactive means no such curve, though single readings can be large; an effect the other way counts as inactive or inconclusive.

Order of results – Abeta rescue	EPAC1 agonist	IL2 activator	PI5P4K alpha inh	WRN inhibitor	PLK1 PBD block	FUS yeast rescue	EPAC1 antag
1	CC(C)(C)OC(=O)CNC(=O)c1[nH]cnc1C(=O)N[C@@H](Cc1ccccc1)C(=O)OC(C)(C)C
  6.5%	-28.0%	-0.4	-3.2	-4.1%	-2.7%	?	-23.6%
2	CC(c1nnnn1C(C)(C)C)N(Cc1cccnc1)Cc1ccccc1Cl (stereo unspecified)
  13.5%	8.0%	-3.3	-2.3	0.9%	-12.1%	17.2%	-2.6%
3	CC(C)CC1(C(=O)NCCc2c[nH]c3ccccc23)C=CCN1C(=O)c1ccccc1 (stereo unspecified)
  -3.7%	-13.7%	2.2	-6.2	-0.8%	-11.8%	12.3%	-8.8%
4	CCC(=O)Nc1ccc(-c2nnc(SCC(=O)Nc3nccs3)n2C)cc1
  -2.8%	1.0%	-1.6	-10.3	-2.9%	-8.3%	16.5%	-13.0%
5	C/C(Cc1ccccc1)=N\NC(=O)c1ccc(F)cc1
  3.0%	3.9%	0.7	-5.4	8.4%	-15.6%	4.5%	-0.7%
6	O=S(=O)(Nc1ccc2c(c1)OCCO2)c1cnc[nH]1
  2.0%	1.5%	-1.9	-1.3	13.6%	-5.7%	-1.5%	15.2%
7	COc1ccc(N=c2scc(C)n2CCCN2CCCC2=O)cc1
  14.4%	8.4%	-0.5	2.8	1.2%	-13.6%	-6.6%	10.8%
8	COc1cc2c(cc1OC)C(c1ccc(N(C)C)cc1)NCC2 (stereo unspecified)
  4.4%	5.8%	-0.9	-3.7	2.4%	0.1%	0.1%	7.5%
9	COc1ccc(CCNC(=O)NC2CCCCC2)cc1
  28.6%	-8.0%	-3.0	-2.1	0.4%	-1.2%	-0.8%	6.9%
10	CC1(c2nnc(-c3ccc(Cl)cc3)o2)CC(c2ccc(Cl)cc2)=NO1 (stereo unspecified)
  6.3%	-12.4%	0.1	21.5	-6.6%	-14.2%	-9.0%	-14.7%
11	COC(=O)[C@H](CCSC)NC(=O)Cn1cnc2c(OCc3ccccc3)ncnc21
  -1.0%	5.0%	-0.5	-3.8	-3.1%	1.9%	-12.8%	9.9%
12	Cc1ccc(NC(=O)Cn2cnc3c(oc4nc5c(cc43)COC(C)(C)C5)c2=O)cc1
  17.6%	-11.2%	1.0	7.3	-14.2%	3.1%	.	-3.3%
13	CN(C)c1cc[n+](CC(=O)Nc2cc(C(F)(F)F)ccc2Cl)cc1
  -5.9%	5.6%	-2.5	.	-13.4%	-2.8%	-6.2%	-14.4%
14	COc1cc(C(=O)Nc2scc(-c3ccccc3)c2C(=O)O)cc(OC)c1OC
  0.3%	12.2%	0.0	-70.6*	-3.9%	-16.9%	7.1%	-2.0%
15	Nc1ccc2c(C(F)(F)F)cc(=O)oc2c1
  ?	0.0%	3.4	8.6	-0.1%	-53.8%	14.1%	-2.1%
16	Cc1ccc(COC(=O)CN2C(=O)NC3(CCCCC3C)C2=O)cc1 (stereo unspecified)
  18.1%	-10.3%	0.0	11.9	3.3%	7.0%	-2.8%	-0.5%
17	Cc1ccn2c(=O)nc(SCC(=O)N3CCC(C)CC3)nc2c1
  -8.8%	2.7%	0.7	1.3	-19.5%	-12.2%	24.1%	-0.3%
18	Cc1oc(=O)c(NC(=O)c2ccccc2)cc1C(C)O (stereo unspecified)
  -2.4%	6.1%	1.2	-4.1	-6.4%	-2.6%	1.7%	-1.6%
19	N#CC1=C(N)Oc2ccc3ccc(O)cc3c2C1c1cccnc1 (stereo unspecified)
  20.3%	1.4%	-0.9	.	-18.9%	-10.4%	-16.9%	0.5%
20	COC(=O)CSc1snnc1-c1ccc(F)cc1
  0.2%	-1.1%	0.4	-4.1	2.9%	-7.3%	4.8%	6.7%

An excerpt from above in order of the WRN inhibitor value, highest first:
nr | canonical_smiles | WRN inhibitor
11 | COC(=O)[C@H](CCSC)NC(=O)Cn1cnc2c(OCc3ccccc3)ncnc21 | -3.1%
1 | CC(C)(C)OC(=O)CNC(=O)c1[nH]cnc1C(=O)N[C@@H](Cc1ccccc1)C(=O)OC(C)(C)C | -4.1%
18 | Cc1oc(=O)c(NC(=O)c2ccccc2)cc1C(C)O (stereo unspecified) | -6.4%

(listing goes on)
Order of results – Abeta rescue	EPAC1 agonist	IL2 activator	PI5P4K alpha inh	WRN inhibitor	PLK1 PBD block	FUS yeast rescue	EPAC1 antag
21	CSc1cccc(NC(=O)/C=C/c2ccc(Cl)cc2)c1
  -9.5%	11.8%	-0.5	.	-6.4%	0.4%	2.1%	-13.7%
22	CNCc1cc2ccc(C)cc2[nH]c1=O
  -9.5%	-7.1%	-0.2	-2.8	0.8%	-21.4%	-16.8%	7.6%
23	O=C(O)c1ccccc1C(=O)Nn1cnnc1
  6.0%	-2.6%	-0.8	-3.1	4.2%	-10.8%	-7.9%	1.2%
24	Cc1ccc(NC(=O)NC2CCN(S(=O)(=O)c3ccc(F)cc3)CC2)cc1
  8.2%	1.2%	2.0	.	1.2%	-4.0%	-20.5%	13.0%
25	CC1=NN(C(N)=S)C(=O)C1N=Nc1ccc(Cl)cc1 (stereo unspecified)
  26.7%	-12.3%	1.0	-14.3	-30.9%	13.4µM*	21.3%	5.8%
26	Cn1c(=O)c2c(ncn2CC(=O)Nc2cc(S(=O)(=O)N3CCCCC3)ccc2O)n(C)c1=O
  -3.7%	-2.9%	-2.8	0.2	-17.3%	-3.3%	.	-3.8%
27	Cc1nc2c(C)cccn2c1C(=O)c1ccccc1
  -11.6%	-7.8%	-3.8	-3.5	8.3%	1.6%	-2.4%	-6.1%
28	O=C(NC1CCCCCC1)C1CCCN(c2ncccn2)C1 (stereo unspecified)
  -7.3%	5.3%	-3.5	-9.2	2.0%	-9.7%	-0.2%	-22.0%
29	CC1CCN(S(=O)(=O)c2ccc(C(=O)N3CCN(c4ccccc4F)CC3)cc2)CC1
  3.2%	-7.4%	-0.4	1.9	-8.0%	-0.9%	7.3%	-0.1%
30	COC(CNC(=O)c1ccc2c(c1)ncn2-c1cccc(C)c1)OC
  0.6%	-4.0%	0.6	1.7	4.9%	-1.4%	2.4%	8.4%
31	COc1cc(/C=C/C(=O)c2ccc(O)cc2)ccc1OCC#N
  21.5%	3.0%	-0.5	-4.0	?	-10.5%	.	?
32	O=C(O)CC/C(=C\c1ccccc1[N+](=O)[O-])c1nc2ccccc2s1
  12.6%	-5.3%	-0.6	0.4	-1.2%	-22.2%	24.7%	6.9%
33	Cc1onc(-c2ccccc2)c1C(=O)NCc1cccc(Cl)c1
  -9.2%	-2.2%	-1.4	-1.5	-3.3%	-5.3%	1.0%	-3.9%
34	Cc1nnc(SCc2cc([N+](=O)[O-])cc3c2OCOC3)[nH]c1=O
  2.6%	4.0%	-0.1	-18.0	-9.3%	-1.0%	0.8%	8.3%
35	COc1cccc(NC(=O)C2CCN(S(=O)(=O)c3ccc4c(c3)NC(=O)C(C)S4)CC2)c1 (stereo unspecified)
  8.8%	5.0%	-2.7	1.4	-0.4%	-4.9%	?	-9.4%
36	Cc1cc(C)cc(NC(=O)CCn2cnc3cc(C)c(C)cc32)c1
  -8.6%	-7.9%	-0.7	12.3	-3.1%[57.1 µM]	-8.3%	1.0%	-5.5%
37	COCCCNC(=O)C1CCC(CNS(=O)(=O)c2ccc(Cl)cc2)CC1 (stereo unspecified)
  -28.1%	2.4%	0.0	1.6	7.5%	-12.3%	37.8%	-18.1%
38	CN(C(=O)c1ccc(NC(=O)Cc2cccc(NC(=O)C3CCCN(C(=O)C4CCCC4)C3)c2)cc1)C1CC1 (stereo unspecified)
  -0.3%	-3.7%	-0.4	-5.5	-4.5%	-11.9%	20.3%	0.0%
39	CCOc1ccccc1Nc1nc(-c2cccnc2)cs1
  5.7%	18.5%	0.7	10.8	-8.7%	-10.0%	11.6%	-2.5%
40	CCCCN(CC)Cc1ccc(CNC(=S)Nc2ccccc2F)o1
  -13.3%	-1.7%	-1.8	-3.2	-34.2%	-27.6%	14.6%	?
41	Fc1ccc(CSc2nnc3ccccn23)c(Cl)c1
  -1.9%	7.9%	-0.9	0.2	-2.6%	-15.7%	52.3%	3.7%
42	O=C(CCc1nnc(Cc2cccc(C(F)(F)F)c2)o1)NCCc1ccccc1F
  -14.2%	-3.5%	1.7	5.2	-5.0%	-7.6%	32.2%	-14.3%
43	Cc1ccn2c(NC3CCCC3)c(-c3cccs3)nc2c1
  -28.2%	13.4%	-2.6	-65.5*	-26.7%	4.23µM*	21.5%	4.0%
44	CC(C)CCNC(=O)CN1C(=O)NC(c2ccccc2)(c2ccccc2)C1=O
  10.4%	-2.5%	-2.9	-9.8	1.6%	-13.7%	17.3%	-18.4%
45	O=S(=O)(NC1CCCCC1N1CCC(O)CC1)c1ccccc1 (stereo unspecified)
  -6.2%	-5.1%	-6.2	2.3	-18.4%	4.4%	17.9%	-6.4%
46	O=C(CSc1nc(C2CC2)nc2ccccc12)Nc1ccccc1N1CCOCC1
  5.8%	10.5%	0.3	1.6	-11.8%	-0.5%	-25.1%	-9.3%
47	CC(=O)/C(=N/Nc1ccc([N+](=O)[O-])cc1)N1CCCc2ccccc21
  -6.1%	18.9%	-2.0	13.8	-7.8%	-0.8%	-9.9%	-3.7%
48	Cc1ccccc1NC(=O)COC(=O)c1c[nH]c(=O)[nH]c1=O
  -23.2%	13.5%	-2.0	0.5	-29.3%[57.1 µM]	-5.6%	16.2%	8.1%
49	CC(C)(C)C1(O)CC(C(F)(F)F)=NN1C(=O)CCc1ccccc1 (stereo unspecified)
  -1.7%	-4.8%	1.2	15.2	-7.7%	-13.5%	-2.5%	?
50	Cc1ccc2c(C)c(C(=O)Nc3nnc(C)s3)oc2c1
  4.7%	8.9%	-0.3	0.7	-4.4%	-9.1%	19.1%	15.7%
51	CCC12C(=O)C(CC)(C(c3ccccc3)=C1c1ccccc1)[C@@H]1C(=O)N(c3ccccc3)C(=O)C12 (stereo partly specified)
  14.7%	-3.7%	1.2	9.7	-23.8%[57.1 µM]	-2.3%	?	-6.2%
